Source: PubChem (several laboratories)
EBNA-1 inh: blocks EBNA-1 binding to DNA | inhibition, % at 14.8 µM | actives 0.34% (n = 300,000) | EBNA-1 DNA binding, fluorescence polarization; in the data active = inhibition above about 28%
Efflux pump inh: blocks antifungal efflux pumps in multiplex yeast assay; S. cerevisiae Candida pump triplex, Nile Red efflux; inhibition, % at 10 µM; actives 0.44% (n = 330,000); AID 485275;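 active = plate passing quality check with inhibition over a set limit, or well fluorescence over plate mean plus 4 SD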;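 also: Nile Red retained in pooled yeast measured as flow cytometry median fluorescence; 0% = buffer negative control and 100% = Enniatin B positive control; higher means more Nile Red kept so more efflux inhibition; some compounds called inactive have numbers as strong as hits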
PP1 counter: blocks human PP1-alpha phosphatase, a PP5 counter-screen | purified PP1alpha, OMFP fluorescence | inhibition, % at 6.7 µM | actives 0.9% (n = 320,000);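 active = inhibition above the mean inhibition of all tested compounds plus 3 SD, computed separately for each screening campaign, cut at about 15% in these data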
Target sequence (P62136 whole entry, looked up): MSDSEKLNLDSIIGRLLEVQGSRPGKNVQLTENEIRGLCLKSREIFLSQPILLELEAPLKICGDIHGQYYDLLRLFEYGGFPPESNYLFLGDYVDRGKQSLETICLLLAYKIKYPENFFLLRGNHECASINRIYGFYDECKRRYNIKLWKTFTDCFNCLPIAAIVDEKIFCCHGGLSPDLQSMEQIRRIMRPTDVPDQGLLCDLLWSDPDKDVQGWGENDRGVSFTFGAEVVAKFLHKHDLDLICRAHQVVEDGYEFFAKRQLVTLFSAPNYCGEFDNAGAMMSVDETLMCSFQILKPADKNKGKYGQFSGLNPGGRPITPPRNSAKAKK
TPT1 inh: C. albicans TPT1 enzyme inhibition; actives 0.81% (n = 300,000); recombinant caTPT1, FP RNA substrate dephosphorylation; inhibition, % at 5 µM;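 active = inhibition above the mean of all tested compounds plus 3 SD, set per screening campaign, cut at about 24% in these data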;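 also: plate controls were DMSO alone for no effect and ferristatin control at 100 nM for full effect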
PREPL inhibitor: inhibits the human prolyl oligopeptidase-like enzyme. Q4J6C6. recombinant PREPL, fluorescence polarization activity-based probe. inhibition, % at 5.96 µM. actives 0.68% (n = 320,000); in the data active = inhibition above about 43%;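 also: 0% = enzyme with DMSO and 100% = wells lacking enzyme; many of its hits are not listed in these tables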
Target sequence (Q4J6C6 whole entry, looked up): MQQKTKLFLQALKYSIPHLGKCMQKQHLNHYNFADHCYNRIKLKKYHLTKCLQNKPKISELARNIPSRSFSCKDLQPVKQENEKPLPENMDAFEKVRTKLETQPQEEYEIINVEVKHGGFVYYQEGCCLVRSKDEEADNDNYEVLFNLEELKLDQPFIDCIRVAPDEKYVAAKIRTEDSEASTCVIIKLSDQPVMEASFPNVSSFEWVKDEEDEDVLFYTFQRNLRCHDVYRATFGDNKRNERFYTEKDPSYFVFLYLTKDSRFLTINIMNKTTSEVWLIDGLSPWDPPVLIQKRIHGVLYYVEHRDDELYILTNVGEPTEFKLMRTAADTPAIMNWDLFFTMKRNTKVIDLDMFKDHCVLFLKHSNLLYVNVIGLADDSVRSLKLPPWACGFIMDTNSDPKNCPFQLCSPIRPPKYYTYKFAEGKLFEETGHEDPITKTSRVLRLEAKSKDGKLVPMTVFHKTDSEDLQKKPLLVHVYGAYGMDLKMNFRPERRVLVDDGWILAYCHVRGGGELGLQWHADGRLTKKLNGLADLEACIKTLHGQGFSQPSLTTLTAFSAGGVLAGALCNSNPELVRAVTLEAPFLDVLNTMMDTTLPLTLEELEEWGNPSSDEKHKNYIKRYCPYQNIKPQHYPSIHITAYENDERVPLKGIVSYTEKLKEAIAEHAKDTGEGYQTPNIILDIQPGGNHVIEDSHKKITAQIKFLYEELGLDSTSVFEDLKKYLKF
core dimer inh: blocks dimerization of HCV core protein | actives 0.33% (n = 300,000) | AID 1899 | inhibition, % at 5 µM | TR-FRET GST/Flag-core106 dimerization, 1536-well;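 active = inhibition above the mean of all tested compounds plus 3 SD, set per screening campaign, cut at about 45% in these data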
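Test system: GST/Flag-tagged HCV core106 proteins; Medium: KF-containing HEPES buffer, pH 7.45, DTT, CHAPS, BSA; Times: compound-protein-antibody incubation 4 h at 22.5 °C; Detection: TR-FRET 671 and 617 nm emission; Benchmarks: wells lacking GST-core106 and wells with excess unlabelled core106.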
PP5 inh: inhibitors of human protein phosphatase 5 (PP5); inhibition, % at 6.7 µM; actives 0.18% (n = 320,000); P53041; purified PP5c, OMFP substrate fluorescence;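 active = inhibition above the campaign's mean inhibition across all tested compounds plus 3 SD, cut at about 9.5% in these data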;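 also: 0% = DMSO only and 100% = 100 µM cantharidin control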
ZTA counter: blocks Epstein-Barr virus ZTA, an EBNA-1 counter-screen; AID 2234; actives 0.15% (n = 320,000); ZTA-DNA binding, fluorescence polarization; inhibition, % at 11 µM; in the data active = inhibition above about 33%
CTSL1 counter: cathepsin L1 inhibition, PFM18AAP counter-screen; recombinant F. hepatica cathepsin L1, Z-Leu-Arg-MCA fluorescence; inhibition, % at 5.96 µM; actives 0.49% (n = 300,000);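 active = inhibition above the mean of all tested compounds plus 3 SD, set per screening campaign, cut at about 17% in these data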;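 also: 0% = plate median of test compound wells and 100% = 1 µM Z-Phe-Ala-diazomethylketone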
* = called active by the depositor; nt = no result given. Not all compounds are listed, so the mix of outcomes need not match the whole.

SMILES	ZTA counter	PREPL inhibitor	TPT1 inh	EBNA-1 inh	PP1 counter	CTSL1 counter	core dimer inh	Efflux pump inh	PP5 inh
Cc1ccc(CN2CCN(Cc3ccc4cccc(F)c4n3)CC2CCO)cc1 (centres undefined)	-7.6	20.6	1.8	6.3	0.9	0.2	4.0	0.0	0.9
NC(=O)C1CCN(C(=O)c2ccc(-c3ccccc3Cl)o2)CC1	15.5	8.9	nt	nt	-2.0	nt	nt	0.0	-2.5
Cc1cccc(C)c1NC(=O)CN(C)S(=O)(=O)c1ccc(-c2ccc(=O)[nH]n2)s1	-13.4	-5.0	1.2	-19.3	8.6	3.1	27.5	0.4	-4.8
O=C(COc1ncnc2cc([N+](=O)[O-])ccc12)NCCc1ccc(Cl)cc1	-11.9	23.3	2.9	-7.7	8.8	1.1	7.0	0.0	-0.9
O=C(Nc1ccc(Cl)cc1)c1cccnc1N1CCCCC1	-0.8	11.6	-0.4	-9.3	3.2	4.1	0.6	0.3	5.4
Cc1c(C(=O)OCC(=O)N2CCCC2=O)oc2ccccc12	1.2	4.2	3.7	-6.8	-3.6	0.4	-1.3	0.0	-2.5
CCCCCSc1nnc(-c2ccccc2NC(C)=O)c(=O)[nH]1	1.7	17.6	-1.5	-23.9	1.0	-5.6	7.3	0.2	2.0
CCC(C)(C)NC(=O)CN(C(=O)CCC(=O)Nc1nccs1)c1ccc(C)cc1	8.9	-3.7	-1.3	1.0	2.6	-4.0	1.6	-0.1	1.7
CCCc1n(CC(O)COCc2ccccc2)c2ccccc2[n+]1C (centres undefined)	3.2	24.0	-1.0	9.8	-0.2	3.0	3.0	0.1	0.1
O=C(CSc1ccccc1)NCc1ccc(F)cc1	5.9	7.2	0.3	12.0	-3.8	0.2	-1.4	0.0	0.4
CCOC(=O)N1CCN(C(=O)c2ccc(C)c(S(=O)(=O)N3CCCCC3)c2)CC1	-11.3	8.7	1.4	-3.7	5.3	0.7	-7.9	0.3	-1.3
Cc1occc1-c1nnc(SCC(=O)Nc2ccccc2)n1C	-1.7	-2.8	-3.6	-6.8	-1.7	2.8	1.1	0.1	3.8
CN(Cc1cccc(Cl)c1Cl)C(=O)c1ccc(NC(=O)CC#N)cc1	-14.3	18.2	4.3	-0.4	0.8	1.3	18.1	-0.1	2.3
Cc1ccccc1OCC(=O)Nc1ccccc1NC(=O)c1ccco1	-16.6	-12.7	-0.8	-1.9	-5.4	-0.8	0.2	0.0	1.2
c1csc(-c2cc(N3CCCCC3)c3ccccc3n2)c1	18.4	10.2	-0.3	-4.4	-1.2	0.3	5.5	0.2	-0.7
COC(=O)c1cc2occc2n1Cc1ccc(Cl)cc1	17.0	-0.7	0.5	6.0	0.7	-0.4	-1.8	-0.2	1.4
O=C(O)c1ccccc1/C=N/n1c(C2CCCCC2)n[nH]c1=S	-7.3	-6.1	-0.7	7.8	-0.7	-0.6	0.5	0.1	-1.8
COC(=O)c1ccccc1S(=O)(=O)N1CCC(NC(=O)c2ccccc2)CC1	7.0	11.7	1.1	-7.7	0.9	-4.5	-9.1	0.3	1.1
O=C(Cc1ccccc1Cl)Nc1nc2ccccc2[nH]1	2.2	6.3	0.4	-5.2	0.2	3.2	0.3	-0.1	-1.3
Cc1ccccc1N1OC2C(=O)N(c3ccc(F)cc3)C(=O)C2C1c1ccccn1 (centres undefined)	10.7	8.2	-1.7	-0.3	-1.3	-0.2	-5.3	-0.1	-0.5
COc1cccc(/C=N/n2cnnc2)c1OCc1ccccc1	7.2	-12.4	-7.0	-5.1	-4.6	-3.0	-4.7	0.0	-0.6
CCN1CCN(C(=S)NC(=O)c2cccs2)CC1	0.3	-1.0	-0.7	4.9	-0.7	4.2	8.6	0.1	0.2
Cc1nn(-c2ccccc2)c2sc(C(=O)OC3CCOC3=O)cc12 (centres undefined)	-0.5	11.3	-0.1	0.8	-1.0	3.3	-3.5	-0.1	2.7
COc1ccc(CNC(=O)C2CCN(S(=O)(=O)N3CCCC3)CC2)cc1	5.0	4.7	-3.1	-9.2	-2.1	-2.8	-3.0	-0.2	-2.0
COc1ccccc1C(CNC(=O)c1cccc(NS(=O)(=O)c2ccc(C)c(F)c2)c1)N(C)C (centres undefined)	-2.4	-7.1	-0.4	8.3	0.2	-5.4	-12.5	0.0	0.0
O=C(CSCc1ccc(Cl)cc1)Nc1ccccc1C(=O)N1CCOCC1	7.8	-2.4	0.3	-7.8	1.8	-3.3	0.1	0.2	4.2
CN(C)S(=O)(=O)c1ccc(C(=O)Nc2ccnn2C2CCCCC2)cc1	-12.2	9.0	-1.0	0.2	0.7	0.0	-6.2	0.1	0.3
O=C(NCC(=O)N(Cc1ccccc1)C(C(=O)NCC1CCCO1)c1ccccc1)c1cccs1 (centres undefined)	-0.3	4.5	-0.9	4.6	-1.3	2.3	-5.1	-0.1	0.7
CCO[C@@H]1OC(C(=O)NCc2nc3ccccc3[nH]2)=C[C@H](c2cn(C(C)=O)c3ccccc23)[C@H]1CCCO	-3.8	-0.1	0.7	-3.1	-0.4	-2.4	-0.2	-0.1	-0.5
CCCCn1c(=O)[nH]c(=O)c2c1nc(-c1ccccc1OC(F)F)n2C	7.4	0.7	-2.0	-7.4	-0.4	0.8	-0.1	-0.1	1.6
O=S(=O)(Nc1cccc(Oc2ccc(Cl)cc2)n1)c1ccc(F)cc1	7.5	-95.6	-5.9	2.3	1.5	4.5	1.8	0.0	1.1
COc1ccc(CCC(=O)Nc2ccc(S(=O)(=O)N3CCCC3)cc2)cc1OC	13.5	-7.1	nt	nt	1.1	nt	nt	-0.1	0.2
CCCn1nc2cc(C(=O)NC3CCc4ccccc43)ccc2c1OCC (centres undefined)	8.5	3.1	1.3	-0.5	-0.2	-3.4	10.0	nt	0.5
NC(=O)C1CCN(C(=O)Cc2ccc([N+](=O)[O-])cc2)CC1	18.8	1.4	-1.3	1.4	-0.6	-0.4	-4.3	0.1	0.4
O=C(CSc1nc(=O)n(CCN2CCOCC2)c2c1CCC2)Nc1ccc(OC(F)(F)F)cc1	-4.2	22.6	-0.3	-0.1	2.5	0.7	1.6	0.1	1.0
COc1ccc2c(Cl)c(C(=O)NCc3ccco3)sc2c1	6.5	9.2	2.5	22.6	0.5	1.4	1.2	0.0	-1.0
O=C(c1c[nH]c2ccccc12)N1CCN(Cc2ccccc2)CC1	3.1	-16.7	-3.8	-13.6	-4.9	1.4	-18.5	0.5	1.7
O=C(COc1cccc(Oc2ccccc2)c1)Nc1ccc(SC(F)F)cc1	-10.0	-26.9	-1.9	-4.0	3.5	-0.1	1.0	0.0	3.0
Cc1cnc(C(=O)OCC(=O)Nc2cccc(S(=O)(=O)N3CCCCC3)c2)cn1	4.9	-0.1	0.1	0.6	-1.4	-0.9	-0.7	0.3	-0.4
CC(=O)c1sc(NC(=O)CS(=O)(=O)c2ccc(F)cc2)nc1C	-2.3	3.2	2.4	-2.1	-2.2	6.4	1.2	0.3	-1.2
COc1cc(C(=S)N2CCCC2)cc(Cl)c1O	-3.0	-5.0	-1.6	-2.0	-2.7	-1.9	-5.6	-0.5	-1.4
O=C(Nc1ccc(Cl)cc1F)C1CCN(S(=O)(=O)c2cccnc2)CC1	3.5	-4.9	2.0	0.0	-4.5	-0.3	14.0	0.0	2.2
Cc1ccc(-c2nc(N/N=C/c3ccccc3[N+](=O)[O-])c3ccccc3n2)cc1	7.5	11.8	-2.7	11.0	0.5	1.3	2.3	0.0	0.5
Cc1ccc(NC(=O)C2CCCN(S(=O)(=O)c3cnc[nH]3)C2)cc1C (centres undefined)	6.3	-1.6	-0.3	11.4	-4.9	-1.1	-3.9	-0.2	-1.3
CCc1cccc(C)c1NC(=S)NCc1ccccc1	5.0	-4.9	-3.3	4.9	0.8	0.6	-3.9	-0.1	2.5
O=C(O)C1CC=CCC1C(=O)NC12CC3CC(CC(C3)C1)C2 (centres undefined)	10.3	-5.1	-3.5	7.5	-5.2	5.0	2.1	-0.1	0.6
COc1ccc(CNC(=O)CCSc2ccc(F)cc2)cc1OC	1.3	-5.4	1.4	0.5	-4.7	3.2	-1.3	0.1	-3.5
Cc1cc(OCC(O)CN)ccc1Cl (centres undefined)	17.2	4.0	-1.4	-2.3	-2.3	1.4	1.4	0.1	0.4
Cc1ccccc1Nc1nnc(SCC(=O)c2ccc(O)cc2O)s1	14.5	-7.2	-0.7	4.4	-1.2	3.1	-1.5	-0.2	-3.0
O=C(NCCCN1CCOCC1)c1ccc(Br)s1	3.9	1.6	-0.4	-4.2	-2.6	-0.6	1.6	0.0	1.5
COc1ccccc1CC(=O)Nc1ccc(-c2nnc(-c3ccco3)o2)cc1	-3.0	-26.2	-0.8	0.9	1.4	1.3	5.4	-0.4	4.2
O=S(=O)(c1ccc(Cl)cc1)N1CCN(Cc2ccncc2)CC1	1.2	2.5	2.6	-4.9	2.4	-3.3	-2.3	0.0	2.3
CCC(C)N1C(=O)CCC1C(=O)NCc1ccc2c(c1)OCO2 (centres undefined)	-3.1	16.8	-4.1	6.6	-4.1	5.4	-1.3	-0.2	1.8
CNCC[C@@H](Oc1ccccc1C)c1ccccc1	-0.8	-30.9	1.3	4.7	-1.8	-3.0	1.2	0.0	-0.6
O=C(CNCc1cccc(Cl)c1)N1CCc2ccccc2C1	5.3	4.4	-0.8	-2.8	-1.4	-2.8	-1.2	1.3	-0.4
O=C(O)/C(=C\c1ccccc1)c1ccc2ccccc2c1	3.1	8.6	-1.1	6.4	0.8	4.0	1.9	0.0	-0.8
CC(=O)COC(=O)c1ccc2noc(-c3ccccc3)c2c1	2.2	0.4	-1.4	-0.1	-1.2	2.4	14.2	0.2	0.9
Cc1c(C)c(C)c2[nH]c(=S)[nH]c2c1C	-9.4	-2.3	-3.0	-1.3	4.7	2.6	-6.0	0.4	3.1
Cc1ccc(S(=O)(=O)N2CCN(S(C)(=O)=O)C2C)cc1 (centres undefined)	5.4	-1.5	-1.3	-8.8	0.8	1.6	-3.0	0.1	-0.7
O=C1/C(=C/c2ccc3c(c2)OCO3)Oc2cc(OCC(=O)N3CCC[C@H]3C(=O)O)ccc21	-0.2	-4.0	9.6	0.3	-2.5	10.2	-2.7	0.1	3.0

A draw from above in order of length of the SMILES, falling:
SMILES	ZTA counter	PREPL inhibitor	TPT1 inh	EBNA-1 inh	PP1 counter	CTSL1 counter	core dimer inh	Efflux pump inh	PP5 inh
Cc1ccc(-c2nc(N/N=C/c3ccccc3[N+](=O)[O-])c3ccccc3n2)cc1	7.5	11.8	-2.7	11.0	0.5	1.3	2.3	0.0	0.5
O=C(O)/C(=C\c1ccccc1)c1ccc2ccccc2c1	3.1	8.6	-1.1	6.4	0.8	4.0	1.9	0.0	-0.8
COc1cc(C(=S)N2CCCC2)cc(Cl)c1O	-3.0	-5.0	-1.6	-2.0	-2.7	-1.9	-5.6	-0.5	-1.4

Retrieved by compound from the list above (3):
SMILES	ZTA counter	PREPL inhibitor	TPT1 inh	EBNA-1 inh	PP1 counter	CTSL1 counter	core dimer inh	Efflux pump inh	PP5 inh
O=C(Nc1ccc(Cl)cc1F)C1CCN(S(=O)(=O)c2cccnc2)CC1	3.5	-4.9	2.0	0.0	-4.5	-0.3	14.0	0.0	2.2
CCC(C)N1C(=O)CCC1C(=O)NCc1ccc2c(c1)OCO2 (centres undefined)	-3.1	16.8	-4.1	6.6	-4.1	5.4	-1.3	-0.2	1.8
CNCC[C@@H](Oc1ccccc1C)c1ccccc1	-0.8	-30.9	1.3	4.7	-1.8	-3.0	1.2	0.0	-0.6
